Compound activity from PubChem.
p53 reactivation = restores transcriptional activity of mutant p53. H1299 p53-A138V BP100-luciferase reporter, luminescence, 24 h. Potency, µM (highest dose often 92.2 µM), for inactives: top-dose activity change, positive = activation, most hits filed as activators. 320,000 compounds, 0.063% hits. AID 504706; further: % of control where 0% means no effect; nearly all actives have a fitted effect of over 45% in size
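p53-null H1299 cells stably carrying temperature-sensitive p53-A138V and a BP100-luciferase reporter were pinned with compounds (4-point, 1:5 series) and held 24 hrs at 37 deg C. Luminescence was read 10 min after detection reagent.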
FLuc counter = counter-screen for miR-21 project: firefly luciferase inhibitors or activators. P08659. purified FLuc, Km substrates, luminescence inhibition. Potency, µM (titrated, usually from 57.5 µM), for the others: top-dose activity change, negative = inhibition, most hits filed as inhibitors. 360,000 compounds, 6.9% hits. AID 588342;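 further: plate controls were vehicle for no effect and reference inhibitor for full effect; nearly all actives have a fitted effect of over 55% in size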
Target sequence (P08659 whole entry, looked up): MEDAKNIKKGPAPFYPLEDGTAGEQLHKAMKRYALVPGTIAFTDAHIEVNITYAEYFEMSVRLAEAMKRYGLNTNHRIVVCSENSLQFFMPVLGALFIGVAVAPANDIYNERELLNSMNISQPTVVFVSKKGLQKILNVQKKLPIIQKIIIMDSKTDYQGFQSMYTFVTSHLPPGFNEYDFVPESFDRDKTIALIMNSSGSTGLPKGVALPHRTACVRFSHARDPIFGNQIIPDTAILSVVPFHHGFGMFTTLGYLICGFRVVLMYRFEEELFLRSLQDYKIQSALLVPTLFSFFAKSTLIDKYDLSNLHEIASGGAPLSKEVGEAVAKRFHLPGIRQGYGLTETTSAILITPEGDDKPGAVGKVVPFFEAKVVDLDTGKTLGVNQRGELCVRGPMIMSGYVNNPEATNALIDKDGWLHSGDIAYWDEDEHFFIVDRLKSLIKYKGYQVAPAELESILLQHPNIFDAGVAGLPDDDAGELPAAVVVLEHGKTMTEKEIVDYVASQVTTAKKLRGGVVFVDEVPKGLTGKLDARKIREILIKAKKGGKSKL
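Purified P. pyralis luciferase, 10 nM final, with Km-level 10 uM D-luciferin and 10 uM ATP in 50 mM Tris acetate pH 7.5, 10 mM Mg acetate, 0.01% Tween-20, 0.05% BSA; 6-point qHTS titration about 60 µM downward; luminescence read.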
NPC1 prom act = NPC1 promoter activation; 320,000 compounds, 2.4% hits; Potency, µM (top dose mostly 9.22 µM), for inactives: top-dose activation, actives largely listed as activators; Huh7 NPC1 promoter luciferase reporter, 24 h;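 further: % of control where 0% means no effect; nearly all actives have a fitted effect of over 60% in size; reporter is driven by a mutant NPC1 promoter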
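Compounds in DMSO were transferred onto Huh7 NPC1-luciferase reporter cells pre-incubated 2 h; after 24 h at 37 °C, Amplite reagent was dispensed and luminescence recorded 10 min later.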
ELG1 genotoxic = induces genotoxicity in HEK293T cells with luciferase-tagged ELG1. 330,000 compounds, 1.3% hits. HEK293T ELG1-luciferase reporter, luminescence, 16 h. Potency, µM (titrated, usually from 46 µM), inactives show at the highest dose activity change, positive = activation, usual class: activators; further: % of control where 0% means no effect; nearly all actives have a fitted effect of over 60% in size
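16 hr compound incubation (37 °C, 5% CO2) of HEK293T cells carrying luciferase-tagged ELG1; luciferase then measured by ONE-Glo luminescence after 30 min at RT.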
Rab9 promoter act = Rab9 promoter activation | AID 485297 | Potency, µM (highest dose often 9.22 µM), for inactives: at the highest dose activation, negative = inhibition, most hits filed as activators | Huh7 Rab9 promoter-luciferase reporter, luminescence, 24 h | 320,000 compounds, 2.8% hits; further: % of control where 0% means no effect; nearly all actives have a fitted effect of over 60% in size
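Luminescence from Amplite-detected luciferase (10 minutes, ambient) reports Rab9 promoter activation. Before that, stable Rab9-luciferase Huh7 cells (1500/well, reduced-serum OP-MEM I plus 10% FBS) were exposed to compound for 24 hours at 37C.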
RORgamma inh = blocks mouse ROR gamma transcriptional activity | 310,000 compounds, 5.4% hits | P51450 | Potency, µM (titrated, usually from 53.6 µM), for inactives: top-dose activity change, negative = inhibition, usual class: inhibitors | Drosophila S2 Gal4-RORgamma UAS-luciferase reporter, 20 h; further: on the % scale 0 is the no-effect control and ±100 the full control effect; nearly all actives have a fitted effect of over 60% in size
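Read-out: Photinus luciferase luminescence; inhibitors lower reporter signal. Insect Schneider cells with Gal4-ROR gamma fusion under metallothionein promoter, UAS reporter; 700 uM final copper sulfate induction, 20 hr, ambient temperature.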
uPA surface inh = cell surface uPA generation inhibition. cell surface uPA generation assay, qHTS. Potency, µM (series often up to 38.3 µM), without a hit: at the highest dose activity change, negative = inhibition, actives largely listed as inhibitors. 330,000 compounds, 0.31% hits. AID 540303; active means well fitted inhibition curve with a large enough effect; inconclusive means small, poorly fitted or top-dose-only effect; inactive means no such curve, though single readings can be large or run the other way; tested in mouse RAW 264.7 cells; further: on the % scale 0 is the no-effect control and ±100 the full control effect; nearly all actives have a fitted effect of over 55% in size
BRCA1 expr act = increases BRCA1 expression; MCF7-BRCA1-FFLuc reporter, luminescence, 48 h; response scale: scaled: vehicle 0%, 10 µM genistein 100%; Potency, µM (highest dose often 46.1 µM), inactives show at the top dose activation, actives largely listed as activators; 380,000 compounds, 1.1% hits; AID 624202; further: nearly all actives have a fitted effect of over 80% in size; some results filed as inactive show a strong effect at the top dose
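Compounds are tested at multiple concentrations on MCF7 BRCA1-luciferase reporter cells seeded at 2000 per well; after 48 h, a single luminescence end-point is taken and curves fitted to the normalized data.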
MBNL1-CUG inh = blocks human MBNL1 binding to CUG repeat RNA; Q9NR56; TR-FRET MBNL1-His/biotin-(CUG)12 binding, 665/545 ratio; Potency, µM (top dose mostly 57.5 µM), without a hit: at the highest dose activity change, negative = inhibition, hits mostly inhibitors; 280,000 compounds, 0.036% hits; AID 2675; active means well fitted inhibition curve with a large enough effect in the signal ratio, with a control signal flat, not every such curve was filed as active; inconclusive means small, poorly fitted or top-dose-only effect, or effect the other way, or a change in a side signal; inactive means no such curve, though single readings can be large or run the other way; the % refers to the signal ratio; further: on the % scale 0 is the no-effect control and ±100 the full control effect
Target sequence (Q9NR56 whole entry, looked up): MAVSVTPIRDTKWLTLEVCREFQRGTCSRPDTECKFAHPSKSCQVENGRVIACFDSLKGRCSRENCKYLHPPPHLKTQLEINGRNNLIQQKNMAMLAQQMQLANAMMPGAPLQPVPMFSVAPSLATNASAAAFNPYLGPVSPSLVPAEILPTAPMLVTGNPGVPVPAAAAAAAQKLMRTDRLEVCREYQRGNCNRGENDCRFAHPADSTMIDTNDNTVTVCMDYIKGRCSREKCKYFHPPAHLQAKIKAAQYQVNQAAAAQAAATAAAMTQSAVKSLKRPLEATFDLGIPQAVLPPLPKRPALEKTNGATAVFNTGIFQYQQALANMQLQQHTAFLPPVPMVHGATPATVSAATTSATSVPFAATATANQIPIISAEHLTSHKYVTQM
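TR-FRET readout: Ex 340 nm, 665/545 nm emission ratio, normalized to buffer-only (basal) and MBNL1-(CUG)12 controls. Complex of MBNL1-His with Biotin-(CUG)12, compounds 92 nM–58 uM, incubated 60 min at room temperature.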
Gal4-VP16 FLuc = inhibits Gal4-VP16 luciferase reporter, ROR gamma counter-screen. Drosophila S2 Gal4-VP16 UAS-luciferase, luminescence, 20 h. Potency, µM (doses to about 53.6 µM), for inactives: top-dose activity, negative = inhibition, hits mostly inhibitors. 310,000 compounds, 3.5% hits. AID 2546;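 further: Gal4-VP16 expression switched on by copper sulfate through the metallothionein promoter; on the % scale 0 is the no-effect control and ±100 the full control effect; nearly all actives have a fitted effect of over 50% in size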
CXXC DNA block = blocks binding of human MLL CXXC domain to DNA; MLL-CXXC / FITC-HOXA9 DNA fluorescence polarization; Potency, µM (doses to about 115 µM), for inactives: at the top dose activity change, negative = inhibition, most hits filed as inhibitors; 290,000 compounds, 0.037% hits; AID 2662; active means well fitted inhibition curve with a large enough effect in the polarisation, with a control signal flat, not every such curve was filed as active; inconclusive means small, poorly fitted or top-dose-only effect, or effect the other way, or a change in a side signal; inactive means no such curve, though single readings can be large or run the other way; the % refers to the polarisation
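Purified MLL-CXXC (added from a 7 uM solution) was preincubated 5 min at ambient with pinned compounds in 50 mM Tris-HCl pH 7.5, 50 mM NaCl, 1 mM DTT, 0.05% BSA. Fluorescein-labeled HOX-A9 DNA (50 nM solution) followed, 30 min, then polarization read.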
An asterisk follows results filed as active; ? = inconclusive; . = no result given; [ ] = remark or other dose. Unless noted, the call rests on the fitted dose curve; in most records, active means well fitted curve in the direction sought with a large enough effect; inconclusive means small, poorly fitted or top-dose-only effect, or another doubt; inactive means no such curve, though single readings can be large; an effect the other way counts as inactive or inconclusive. Potency means the concentration at half of the fitted maximal effect.

nr	canonical_smiles	p53 reactivation	FLuc counter	NPC1 prom act	ELG1 genotoxic	Rab9 promoter act	RORgamma inh	uPA surface inh	BRCA1 expr act	MBNL1-CUG inh	Gal4-VP16 FLuc	CXXC DNA block
1	O=C(CNC(=O)c1cccs1)c1ccc(F)cc1	?	4.78µM*	0.501µM*	?	0.562µM*	?	-21.9%	-0.8%	-6.5%	3.0%	-0.3%
2	CC(C)NC(=O)CSc1nccc(-c2cccs2)n1	-4.0%	-0.6%	-0.8%	5.1%	-2.8%	12.5%	?	43.5%	6.9%	1.5%	-13.7%
3	CCN(CC)c1ccc(NC(=O)COC(=O)c2ccc3ccccc3n2)cc1	3.9%	23.9µM*	10.7%	1.2%	-3.7%	-2.2%	1.1%	-25.4%	16.4%	-0.1%	2.2%
4	COCCNC(=O)C(c1ccc(C)o1)N(C(=O)c1snc(C(N)=O)c1N)c1cccc(C)c1 (configuration not stated)	2.3%	6.4%	-12.2%	2.8%	4.6%	3.0%	6.8%	-0.7%	?	-0.8%	-4.9%
5	CCCOc1ccccc1-c1nc(SCCC(=O)O)n[nH]1	-11.0%	-0.6%	-3.2%	1.7%	0.5%	-12.8%	.	-16.6%	-0.7%	5.4%	3.6%
6	COc1ccc(C(=O)O)cc1S(=O)(=O)NCCCN1CCCC1=O	-4.4%	-0.5%	-4.2%	-0.8%	-3.9%	7.0%	-2.4%	-3.9%	5.9%	-9.5%	13.4%
7	CCOCCOC(=O)c1ccc(NC(=O)C2COc3ccccc3O2)cc1 (configuration not stated)	24.6%	?	8.4%	5.5%	6.9%	26.8%	-5.5%	-1.4%	-1.7%	23.4%	-2.2%
8	C=CCNC(=O)COc1ccccc1C#N	-0.3%	-1.9%	-2.9%	1.7%	7.3%	-10.4%	0.6%	-7.5%	-2.5%	10.3%	5.5%
9	C=C(C)c1cccc(C(C)(C)NC(=O)NCCCn2ccnc2)c1	-9.2%	2.4%	1.9%	1.5%	-0.8%	26.8%	5.5%	-8.4%	-3.2%	-5.8%	2.5%
10	CC(=O)c1ccc(OCC(O)CN2CCN(Cc3ccccc3)CC2)cc1 (configuration not stated)	0.9%	-0.4%	4.0%	-0.1%	-2.1%	30.6%	2.1%	-1.3%	-14.3%	-2.3%	-4.5%
11	c1ccc2c(c1)oc1c(Nc3ccc4c(c3)OCO4)ncnc12	7.5%	2.13µM*	1.41µM*	5.8µM*	1µM*	-25.9%	1.2%	?	-1.1%	2.6%	-5.1%
12	Cc1c(Cl)cccc1NC(=O)c1cc(-c2ccccc2O)n[nH]1	29.9%	21.3µM*	?	?	?	7.9%	-3.2%	?	-4.5%	1.1%	-6.5%
13	O=C(O)c1cccc(NC(=O)c2cc(NC(=O)c3ccccc3)cc(NC(=O)c3ccccc3)c2)c1	8.4%	?	0.4%	6.1%	3.1%	31.3%	-3.0%	7.9%	-4.1%	-8.5%	?
14	Cc1cccc(C(=O)OC(C)CN2C(C)CCCC2C)c1 (configuration not stated)	-5.7%	-1.7%	0.5%	-1.5%	-9.7%	-8.3%	0.7%	-1.5%	-3.3%	2.0%	5.7%
15	CC(C)Cn1c(=O)c2sccc2n2c(CCCC(=O)N3CCC(N4CCCCC4)CC3)nnc12	21.5%	0.7%	-3.6%	2.9%	-0.9%	-13.8%	2.7%	-4.3%	4.4%	-11.0%	23.7%
16	Cc1c(C(=O)NCc2ccc3c(c2)OCO3)oc2ccc(S(=O)(=O)N3CCC(C)CC3)cc12	-1.7%	2.2%	-10.0%	-4.3%	-12.3%	5.8%	-2.9%	-50.7%	-8.7%	2.7%	-3.6%
17	O=C(CN(c1ccccc1F)S(=O)(=O)c1ccccc1)Nc1ccccc1C(=O)N1CCOCC1	-1.0%	2.1%	-1.6%	-8.1%	-0.6%	-1.8%	-7.7%	-13.8%	2.0%	4.6%	12.4%
18	Cc1nc2ccc(NC(=O)C(F)(F)F)cc2o1	-2.7%	5.1%	0.9%	4.0%	1.5%	7.7%	2.9%	3.5%	-2.7%	3.3%	6.0%
19	CN(C)C=Nc1c(C(=O)c2ccccc2)sc2nccc(N(C)C)c12	-7.8%	-2.9%	0.1%	-10.6%	0.7%	2.5%	2.3%	50.1%	36.4%[activator][11.5 µM]	5.8%	-3.2%
20	CC(c1ccccc1)C(Cc1nc2ccccc2[nH]1)c1nc2ccccc2[nH]1 (configuration not stated)	-2.9%	2.9%	-3.2%	-5.1%	0.6%	-36.2%	.	.	-5.1%	0.6%	11.9%
21	CCOC(=O)N1CCN(C(=O)C(CC)n2nc(C)c3sc4ccccc4c3c2=O)CC1 (configuration not stated)	-3.5%	0.1%	-5.1%	-6.7%	-2.8%	1.8%	-1.4%	-31.3%	0.1%	-3.2%	1.7%
22	Cc1cc(NC(=O)C(C)SCC(=O)N(C)CC(=O)Nc2ccccc2C(F)(F)F)no1 (configuration not stated)	9.9%	-1.2%	-5.0%	1.9%	-2.8%	.	-0.8%	4.5%	.	.	.
23	CCOC(=O)CCCc1ccc(/C(C)=N/NC(N)=S)cc1	16.5%	-8.0%	-22.7%	-4.8%	-11.5%	?	-24.6%	-34.3%	?	?	-1.7%
24	COc1cc(/C=N/NC(=O)CNC(=O)c2ccc3c(c2)OCCO3)ccc1O	-5.7%	-3.4%	1.5%	-4.2%	5.5%	6.3%	.	-0.8%	-5.9%	-14.0%	-2.0%
25	O=S(=O)(NCCC1=CCCCC1)c1ccccc1Br	-1.0%	-3.6%	8.5%	-1.7%	-1.3%	.	3.6%	-0.5%	.	.	.
26	Cc1nc2ccccc2c(=O)n1/N=C/c1ccccc1O	7.0%	?	1.9%	14.0%	1.1%	?	-2.4%	?	3.4%	?	4.9%
27	O=C(Cc1ccc(Cl)cc1)Oc1cccc2cccnc12	-0.1%	1.4%	-8.1%	-1.8%	-29.6%	1.41µM*	-4.2%	-36.9%	5.2%	3.98µM*	4.7%
28	O=C1NC2(CCCC2)C(=O)N1CC(=O)N(Cc1ccccc1)c1ccccc1	-6.9%	-0.8%	-0.9%	0.4%	-4.8%	.	-1.3%	-13.7%	.	.	.
29	CC(C)(C)C(=O)N(Cc1ccc(Cl)cc1)Cc1cccnc1	-0.1%	1.6%	0.3%	-4.7%	-2.9%	1.3%	-6.3%	-13.3%	.	-5.4%	-3.6%
30	O=C(c1cc(-c2ccco2)nn1-c1cccc(Cl)c1)N1CCCCC1	-1.5%	6.8%	-1.1%	-3.6%	1.5%	?	-0.8%	-1.5%	2.4%	?	-1.5%
31	COc1cccc(/C=N/NC(=O)CCCC(=O)Nc2ccc(Br)cc2)c1	-4.6%	-19.4%	-1.4%	-2.2%	-0.2%	?	6.1%	-10.5%	7.6%	-6.5%	7.3%
32	Cc1nc2c(C)cccn2c(=O)c1NC(=O)COc1ccccc1	2.0%	-2.3%	-4.0%	0.1%	0.2%	.	-4.8%	7.7%	.	.	.
33	Cc1noc(NS(=O)(=O)c2ccc(NC(=O)C34CC5CC(C3)CC(n3cnc(Cl)n3)(C5)C4)cc2)c1C	5.6%	4.4%	0.3%	-0.5%	-2.7%	-8.2%	0.0%	-13.7%	1.1%	?	-0.4%
34	CC(=O)c1nnn(-c2ccc([N+](=O)[O-])cc2C)c1C	5.3%	-1.2%	-4.4%	-8.1%	-1.2%	1.6%	-2.0%	-0.2%	?	-7.8%	0.4%
35	O=C(O)C1C2C=CC(O2)C1C(=O)Nc1ccc2c(c1)OCCO2 (configuration not stated)	?	?	-0.9%	17.5%	3.0%	-32.9%	.	.	20.9%	3.4%	-2.3%
36	CCOC(=O)c1[nH]c2ccc(OC)cc2c1NC(=O)c1ccccc1C(=O)O	?	?	5.5%	?	11.0%	?	-4.3%	?	?	8.0%	1.5%
37	Cc1cc(C)cc(NC(=O)CN2CCN(c3ncccn3)CC2)c1	-3.7%	0.2%	3.5%	0.9%	-0.3%	11.1%	.	4.5%	-7.9%	-12.0%	-17.5%

These rows are one share of the data; rates above refer to the full screens.
